CHO-K1 Ca antag: M1 antagonist counterscreen hit in parental CHO-K1 cells | inhibition, % at 3 µM | AID 602250 | ATP-induced calcium, Fluo-8 fluorescence | 0.6% of 360,000 active;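 active = inhibition above a per-plate cutoff, the plate's mean sample inhibition plus 3 SD, cut at about 24% in these data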;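 note: 0% = DMSO plus EC80 ATP and 100% = DMSO alone without ATP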
CHO parental Ca: counter-screen: ATP calcium response change in parental CHO cells | parental CHO-K1, ATP-induced calcium, Fluo-8 fluorescence | inhibition, % at 5.6 µM | 0.63% of 330,000 active | AID 463079;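 active = inhibition above that plate's mean sample inhibition plus 3 SD, cut at about 26% in these data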;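 note: 0% = ATP-challenged DMSO wells and 100% = DMSO wells without ATP; some compounds past the cut are filed as inactive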
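Assay system – parental CHO cells · Reagent – ATP stimulus · Detection – intracellular calcium via Fluo-8 no-wash fluorescent dye · Evaluation – percent inhibition of ATP-evoked calcium rise, normalized to controls · Controls – ATP wells versus no-ATP DMSO wells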
M1 ag parental: M1 agonist counterscreen hit in parental CHO-K1 cells; 0.48% of 360,000 active; Fluo-8 calcium fluorescence; scaled to maximal ATP response, vehicle zero; activation, % at 3 µM; in the data active = activation above about 15%;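 note: untransfected CHO-K1 host cells lacking M1 receptor as counterscreen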
CHO-K1 Ca PAM: nonselective activator or artifact in parental CHO-K1 calcium assay. activation, % at 3 µM. ATP EC20, Fluo-8 calcium fluorescence; 0% at ATP EC20, 100% at ATP max. 0.02% of 360,000 active. AID 602247;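 active = activation above the run cutoff, the mean activation of all test compounds plus 3 SD, cut at about 40% in these data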;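 note: peak over basal fluorescence ratio in a 140 s read after ATP addition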
CHRM1 agonist: agonists of human M1 muscarinic receptor; activation, % at 3 µM; 0.33% of 360,000 active; P11229; CHO-K1 hM1, Fluo-8 calcium fluorescence, agonist mode; 0% DMSO, 100% acetylcholine EC100;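 active = activation above the run's mean compound activation plus 3 SD, cut at about 16% in these data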;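 note: peak over basal fluorescence ratio within a 140 s kinetic read after compound addition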
Target sequence (P11229 whole entry, looked up): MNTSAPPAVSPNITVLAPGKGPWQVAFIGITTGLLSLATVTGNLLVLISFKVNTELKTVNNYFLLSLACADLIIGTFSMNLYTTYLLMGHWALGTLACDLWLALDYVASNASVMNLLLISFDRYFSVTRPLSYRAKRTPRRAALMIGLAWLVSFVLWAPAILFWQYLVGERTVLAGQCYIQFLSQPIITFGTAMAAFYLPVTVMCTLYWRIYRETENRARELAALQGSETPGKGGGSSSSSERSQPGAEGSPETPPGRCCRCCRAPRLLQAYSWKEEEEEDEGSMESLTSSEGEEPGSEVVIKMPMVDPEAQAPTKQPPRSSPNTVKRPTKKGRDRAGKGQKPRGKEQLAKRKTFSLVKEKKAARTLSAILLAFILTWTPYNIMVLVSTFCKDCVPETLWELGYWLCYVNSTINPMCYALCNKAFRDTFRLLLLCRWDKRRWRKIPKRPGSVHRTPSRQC
TAAR1 antag: antagonists of human TAAR1; Q96RJ0; CHO RD-HGA16 TAAR1, Fluo-8 calcium fluorescence, antagonist; inhibition, % at 3 µM; 1.5% of 360,000 active;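 active = inhibition above a per-plate cutoff, the mean inhibition of test compounds on that plate plus 3 SD, cut at about 49% in these data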;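 note: 0% = DMSO plus EC80 beta-PEA response and 100% = DMSO alone without agonist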
Target sequence (Q96RJ0 whole entry, looked up): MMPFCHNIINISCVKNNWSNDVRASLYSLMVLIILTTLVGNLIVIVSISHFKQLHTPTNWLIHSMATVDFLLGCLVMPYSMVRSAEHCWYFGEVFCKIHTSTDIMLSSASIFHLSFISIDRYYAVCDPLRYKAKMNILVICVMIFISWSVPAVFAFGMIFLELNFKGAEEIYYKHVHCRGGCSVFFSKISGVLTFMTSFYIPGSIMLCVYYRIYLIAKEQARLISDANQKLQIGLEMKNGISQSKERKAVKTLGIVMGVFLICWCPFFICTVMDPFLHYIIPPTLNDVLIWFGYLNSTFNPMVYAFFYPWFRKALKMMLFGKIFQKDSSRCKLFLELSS
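Test system: RD-HGA16 CHO cells with stable hTAAR1 and Gα16 / Probe or stimulus: EC80 β-phenethylamine stimulus / Times: seeding 17-24 h prior, 75-min 37 °C, 30-min RT dye loading / Detection: Fluo-8 calcium-sensitive fluorescence / Read-out basis: % inhibition scaled between DMSO and EC80 PEA controls / Repeats: singlicate, one well per test compound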
M1 antag: human CHRM1 antagonism | AID 588852 | P11229 | CHO-K1 hM1, Fluo-8 calcium fluorescence, ACh EC80 antagonist | 1.3% of 360,000 active | inhibition, % at 3 µM;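 active = percent inhibition above its own plate's cutoff, namely the mean of that plate's compound wells plus 3 SD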;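 note: peak over basal fluorescence ratio during 140 s after agonist addition; 0% = ACh EC80 plus DMSO and 100% = DMSO alone without agonist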
OXTR potentiator: potentiates the human oxytocin receptor response. CHO-OTR cells, Fluo-8 calcium fluorescence, potentiator mode; 0% = oxytocin EC15, 100% = EC100. activation, % at 3 µM. 0.061% of 320,000 active. AID 2445;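 active = activation above that plate's cutoff, the mean activation of tested compounds plus 3 SD, cut at about 6.6% in these data, passing the limit was not always enough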;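 note: 100% uses oxytocin at 75 nM as the full agonist control; some results filed as inactive read as strong as hits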
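Measured by – Fluo-8 calcium dye fluorescence · Test system – human OTR in CHO cells · Dosing – one concentration, 3.0 µM compound · Controls – EC15 oxytocin alone as 0%, 75 nM oxytocin as 100% · Evaluation – normalized max/min fluorescence ratio, % activation · Timing – 6 min pre-incubation, 100 s read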
TAAR1 agonist: agonists of human TAAR1; 0.99% of 360,000 active; CHO RD-HGA16 TAAR1, Fluo-8 calcium fluorescence; vehicle wells 0%, saturating PEA agonist 100%; AID 624467; Q96RJ0; activation, % at 3 µM;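 active = activation above the mean activation of all test compounds in the run plus 3 SD, cut at about 38% in these data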
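Test system: RD-HGA16 (CHO) cells co-expressing Gα16 and hTAAR1 | Doses: Single dose, 3 µM | Schedule: 17-24 h seeding, 75 min 37 °C dye, 30 min RT | Evaluation: % activation from peak over basal fluorescence ratio, DMSO-to-PEA scaled | Technique: Kinetic Fluo-8 calcium fluorescence | Benchmarks: Low control DMSO, high control PEA (EC100)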
* marks the source's active call; other numbers are inactive results; · = not tested or not shown. The order is random; about 4.2% have a hit in one of these screens.

No.	canonical_smiles	CHO-K1 Ca antag	CHO parental Ca	M1 ag parental	CHO-K1 Ca PAM	CHRM1 agonist
1	COc1ccc2nc(SCC(=O)NC3(C#N)CCCCC3)[nH]c2c1	-16	-4	1.3	21	-2
2	COc1cc(OC)cc(C(=O)N[C@H](C(=O)Nc2ccc(S(=O)(=O)N(C)C)cc2)C(C)C)c1	-9	-11	0.5	21	-16
3	COc1cccc(N2CC(C(=O)Nc3nnc(SCC(=O)N4CCOCC4)s3)CC2=O)c1 (stereo not given)	0	-2	0.0	-12	-2
4	Cc1ccc(Cl)cc1N1CCN(C(=O)CN2C(=O)c3cccc4cccc2c34)CC1	26*	-27	-0.4	-6	-3
5	CC(C)(C)OC(=O)N1CCN(C(=O)c2[nH]cnc2C(=O)Nc2cccc(Cl)c2)CC1	-9	-1	-0.1	11	-2
6	CCc1ccc(C(=O)C(C)OC(=O)Cn2cnc3c2c(=O)n(C)c(=O)n3C)cc1 (stereo not given)	-8	0	6.7	-1	-2
7	CCOC(=O)c1cnc(Nc2nc3ccccc3o2)nc1CSc1nnc(C)s1	-2	-14	0.0	4	-3
8	Cc1ccc(/C=C/C(=O)NCc2ccc(S(N)(=O)=O)cc2)o1	-15	·	1.3	11	-8
9	O=C(Nc1cccc(Cl)c1)c1ccc2sc([C@H]3C[C@H](O)[C@@H](CO)O3)nc2c1	-6	·	1.1	14	3
10	C(=NN1CCCCCC1)c1ccccc1	-6	·	0.2	11	-3
11	CCOc1ccc(N2CC(C(=O)N3CCCC3)CC2=O)cc1 (stereo not given)	-13	1	1.3	-1	-5
12	N=c1sccn1CC(=O)Nc1ccc(S(=O)(=O)N2CCOCC2)cc1	-9	3	0.0	14	-8
13	Cc1ccc(N2C(=O)c3ccc(C(=O)Nc4cccnc4)cc3C2=O)c(C)c1	-8	-16	2.9	17	0
14	N#CC1(Cc2ccc([N+](=O)[O-])cc2)c2ccccc2C=CN1C(=O)c1ccccc1 (stereo not given)	0	-22	-0.1	14	-2
15	CC1(C)CC(NC(=O)CC(c2ccccc2)c2ccccc2)CC(C)(C)N1	-12	-14	-0.1	-1	-5

No.	TAAR1 antag	M1 antag	OXTR potentiator	TAAR1 agonist
1	-12	-10	-6	2
2	-8	-11	-2	6
3	2	2	-13	1
4	2	2	-1	6
5	-8	-7	-6	0
6	-38	-8	-12	4
7	-4	-8	-12	13
8	8	-4	·	6
9	13	-6	·	3
10	-14	-18	·	0
11	4	-8	-6	-1
12	-11	-5	-17	2
13	0	4	-8	15
14	-15	-44	-4	-2
15	-2	-9	-2	1

The closing three records of the section above come first, to join the parts:
No.	canonical_smiles	CHO-K1 Ca antag	CHO parental Ca	M1 ag parental	CHO-K1 Ca PAM	CHRM1 agonist
13	Cc1ccc(N2C(=O)c3ccc(C(=O)Nc4cccnc4)cc3C2=O)c(C)c1	-8	-16	2.9	17	0
14	N#CC1(Cc2ccc([N+](=O)[O-])cc2)c2ccccc2C=CN1C(=O)c1ccccc1 (stereo not given)	0	-22	-0.1	14	-2
15	CC1(C)CC(NC(=O)CC(c2ccccc2)c2ccccc2)CC(C)(C)N1	-12	-14	-0.1	-1	-5
16	CSc1ccc(CN2C(=O)NC3(CCCCCCC3)C2=O)cc1	-14	-13	0.6	9	-3
17	Cn1nc(NC(=O)CC23CC4CC(CC(C4)C2)C3)c2c(F)cccc21	16	-12	0.3	-11	-1
18	O=C(CCC1CCCN(C(=O)c2cc3ccccc3o2)C1)NCc1ccc(F)c(F)c1 (stereo not given)	-18	-16	3.7	17	-5
19	COc1ccc(N=C(N)N=C(N)N)c(OC)c1	-8	-3	0.1	26	6
20	O=C(Nc1ccc(N2CCOCC2)cc1)c1c(F)cccc1Cl	-12	-10	0.9	17	-3
21	COCOc1ccc(-c2cc(=O)c3c(OCOC)cc(OCOC)cc3o2)cc1	5	-4	0.6	6	-3
22	COc1cccc(-c2ccc(SCC(=O)N3CCOCC3)nn2)c1	0	-1	0.3	-12	-5
23	CC(=O)c1cn(CC(=O)Nc2c(C)cccc2C)c2ccccc12	1	-2	1.2	-7	-1
24	COc1ccc(-c2nc3c4ccccc4ccn3c2CN2CCCCC2)cc1	-15	-8	0.0	10	-5
25	O=C1CC(c2ccc(F)cc2)CC(O)=C1C=NCCN1CCN(C(=O)Nc2ccccc2)CC1 (stereo not given)	-1	-31	1.6	19	-4
26	CC(=O)c1nn(-c2ccc(Cl)cc2)cc1C(=O)c1ccccc1	0	-10	0.1	-4	-3
27	CCCCCCC(O)(CCN1CCCCC1)c1ccccc1 (stereo not given)	2	2	0.9	8	-8
28	CCN(CC(=O)NCc1cccs1)S(=O)(=O)c1ccc(F)cc1	-4	-6	1.8	6	-3
29	COc1cc2cnc(C3=CCCCC3)cc2cc1OC	-2	-21	-0.7	-8	-8
30	C=CCc1cccc2cc(C(=O)NC3CCCCC3)c(=O)oc12	-1	-26	0.1	14	-5

No.	TAAR1 antag	M1 antag	OXTR potentiator	TAAR1 agonist
13	0	4	-8	15
14	-15	-44	-4	-2
15	-2	-9	-2	1
16	23	-5	-21	6
17	-5	-16	-14	5
18	-3	-8	-10	0
19	9	-11	-1	4
20	-3	-12	-2	0
21	·	-1	-3	·
22	-19	1	-7	2
23	18	5	-17	6
24	6	-5	-7	15
25	12	7	-8	3
26	6	2	-5	-2
27	-3	99*	-1	1
28	-9	-13	-1	2
29	-15	13	0	3
30	·	-6	-17	·

The listing continues.
No.	canonical_smiles	CHO-K1 Ca antag	CHO parental Ca	M1 ag parental	CHO-K1 Ca PAM	CHRM1 agonist
31	O=CC1=C(N2CCOCC2)/C(=C/c2ccc(Cl)cc2)CC1	-6	-9	2.0	0	-1
32	CCc1sc(C(=O)NC2CCN(C)CC2)cc1Br	-7	-5	0.0	14	-8
33	Cc1cccc(NC(=O)c2ccc(-n3ccnc3)nc2)c1	1	-2	0.8	8	-2
34	CCc1cc2c3c(c1)C1(C(=O)N3C(C)(C)CC2C)C(C#N)=C(N)N2C(=C1C#N)Nc1ccccc12 (stereo not given)	4	-22	-0.2	16	-4
35	CCCc1cc(CNC(=O)C2CCC(=O)N(CCc3cccc(F)c3)C2)on1 (stereo not given)	-5	-16	0.6	8	-5
36	CCC(=O)Nc1ccc(C(=O)OCC(=O)c2cccs2)cc1	-7	19	1.5	-3	2
37	O=C(Nc1ccc(S(=O)(=O)N2CCOCC2)cc1)c1cccc([N+](=O)[O-])c1	-5	·	1.6	6	-3
38	COc1ccc2[nH]cc(CCNC(=O)Cc3ccc(Cl)cc3)c2c1	-7	-7	1.4	-9	0
39	CC(=O)NC1=NN(C(C)=O)C(C)(CCS(=O)(=O)c2ccc(Cl)c(Cl)c2)S1 (stereo not given)	-5	-20	2.0	13	-4
40	CCCN(CCC)CCCNC(=O)CS(=O)Cc1nc(-c2ccc(OC)c(OC)c2)oc1C (stereo not given)	-3	-7	-0.2	17	-7
41	CN(C)c1ccnc2sc(C(=O)c3ccccc3)c(N)c12	7	-13	-0.2	-1	-6
42	O=C(O)c1cc([N+](=O)[O-])ccc1Oc1ccccc1	-8	·	0.2	-4	-1
43	CCNS(=O)(=O)c1ccc(NC(=O)Nc2ccccc2OC)cc1	-3	6	1.5	11	-9
44	CC(=O)c1cccc(NC(=O)c2ccc(S(=O)(=O)N3CCCCC3)cc2)c1	-4	3	2.8	-5	-7
45	Cc1ccnc(SCc2cc(=O)c(OC(=O)c3ccc(Cl)c([N+](=O)[O-])c3)co2)n1	-11	-3	0.7	18	-7
46	CC1(C)C[C@H]2C3=CCC4[C@@]5(C)CC[C@H](O)[C@](C)(CO)C5CC[C@@]4(C)[C@]3(C)C[C@@H](O)[C@@]2(CO)[C@@H](O)[C@@H]1O (stereo not given in full)	7	16	-0.3	0	-1
47	C[C@H]1CN([C@@H](C)CO)C(=O)CCCn2nncc2CO[C@@H]1CN(C)C(=O)NC1CCCCC1	20	·	0.0	-9	-2
48	CCCCc1nnc(NC(=O)C=C(C)C)s1	2	-15	0.1	8	-4

No.	TAAR1 antag	M1 antag	OXTR potentiator	TAAR1 agonist
31	13	11	-8	3
32	-5	-1	-2	17
33	9	1	-1	12
34	-2	-2	-7	21
35	-23	-5	-14	1
36	14	2	-5	0
37	-19	-13	·	2
38	1	-18	-10	7
39	3	-2	-4	2
40	-6	-15	-4	2
41	-5	6	-12	-2
42	-12	-11	·	1
43	-14	-1	-6	2
44	20	13	-12	12
45	-9	2	-9	-3
46	-6	-15	-7	17
47	-28	-6	·	6
48	-11	1	1	-1

Structural class, those above containing a furan ring, fused or not (2)
No.	canonical_smiles	CHO-K1 Ca antag	CHO parental Ca	M1 ag parental	CHO-K1 Ca PAM	CHRM1 agonist
8	Cc1ccc(/C=C/C(=O)NCc2ccc(S(N)(=O)=O)cc2)o1	-15	·	1.3	11	-8
18	O=C(CCC1CCCN(C(=O)c2cc3ccccc3o2)C1)NCc1ccc(F)c(F)c1 (stereo not given)	-18	-16	3.7	17	-5

No.	TAAR1 antag	M1 antag	OXTR potentiator	TAAR1 agonist
8	8	-4	·	6
18	-3	-8	-10	0
